TcdB inh = inhibitors of Clostridioides difficile toxin B glycohydrolase; TcdB glycohydrolase enzymatic assay, plate reader; inhibition, % at 9.99 µM; actives 0.24% (n = 350,000); AID 652162; in the data active means inhibition above about 10%
Target sequence (P18177 whole entry, looked up): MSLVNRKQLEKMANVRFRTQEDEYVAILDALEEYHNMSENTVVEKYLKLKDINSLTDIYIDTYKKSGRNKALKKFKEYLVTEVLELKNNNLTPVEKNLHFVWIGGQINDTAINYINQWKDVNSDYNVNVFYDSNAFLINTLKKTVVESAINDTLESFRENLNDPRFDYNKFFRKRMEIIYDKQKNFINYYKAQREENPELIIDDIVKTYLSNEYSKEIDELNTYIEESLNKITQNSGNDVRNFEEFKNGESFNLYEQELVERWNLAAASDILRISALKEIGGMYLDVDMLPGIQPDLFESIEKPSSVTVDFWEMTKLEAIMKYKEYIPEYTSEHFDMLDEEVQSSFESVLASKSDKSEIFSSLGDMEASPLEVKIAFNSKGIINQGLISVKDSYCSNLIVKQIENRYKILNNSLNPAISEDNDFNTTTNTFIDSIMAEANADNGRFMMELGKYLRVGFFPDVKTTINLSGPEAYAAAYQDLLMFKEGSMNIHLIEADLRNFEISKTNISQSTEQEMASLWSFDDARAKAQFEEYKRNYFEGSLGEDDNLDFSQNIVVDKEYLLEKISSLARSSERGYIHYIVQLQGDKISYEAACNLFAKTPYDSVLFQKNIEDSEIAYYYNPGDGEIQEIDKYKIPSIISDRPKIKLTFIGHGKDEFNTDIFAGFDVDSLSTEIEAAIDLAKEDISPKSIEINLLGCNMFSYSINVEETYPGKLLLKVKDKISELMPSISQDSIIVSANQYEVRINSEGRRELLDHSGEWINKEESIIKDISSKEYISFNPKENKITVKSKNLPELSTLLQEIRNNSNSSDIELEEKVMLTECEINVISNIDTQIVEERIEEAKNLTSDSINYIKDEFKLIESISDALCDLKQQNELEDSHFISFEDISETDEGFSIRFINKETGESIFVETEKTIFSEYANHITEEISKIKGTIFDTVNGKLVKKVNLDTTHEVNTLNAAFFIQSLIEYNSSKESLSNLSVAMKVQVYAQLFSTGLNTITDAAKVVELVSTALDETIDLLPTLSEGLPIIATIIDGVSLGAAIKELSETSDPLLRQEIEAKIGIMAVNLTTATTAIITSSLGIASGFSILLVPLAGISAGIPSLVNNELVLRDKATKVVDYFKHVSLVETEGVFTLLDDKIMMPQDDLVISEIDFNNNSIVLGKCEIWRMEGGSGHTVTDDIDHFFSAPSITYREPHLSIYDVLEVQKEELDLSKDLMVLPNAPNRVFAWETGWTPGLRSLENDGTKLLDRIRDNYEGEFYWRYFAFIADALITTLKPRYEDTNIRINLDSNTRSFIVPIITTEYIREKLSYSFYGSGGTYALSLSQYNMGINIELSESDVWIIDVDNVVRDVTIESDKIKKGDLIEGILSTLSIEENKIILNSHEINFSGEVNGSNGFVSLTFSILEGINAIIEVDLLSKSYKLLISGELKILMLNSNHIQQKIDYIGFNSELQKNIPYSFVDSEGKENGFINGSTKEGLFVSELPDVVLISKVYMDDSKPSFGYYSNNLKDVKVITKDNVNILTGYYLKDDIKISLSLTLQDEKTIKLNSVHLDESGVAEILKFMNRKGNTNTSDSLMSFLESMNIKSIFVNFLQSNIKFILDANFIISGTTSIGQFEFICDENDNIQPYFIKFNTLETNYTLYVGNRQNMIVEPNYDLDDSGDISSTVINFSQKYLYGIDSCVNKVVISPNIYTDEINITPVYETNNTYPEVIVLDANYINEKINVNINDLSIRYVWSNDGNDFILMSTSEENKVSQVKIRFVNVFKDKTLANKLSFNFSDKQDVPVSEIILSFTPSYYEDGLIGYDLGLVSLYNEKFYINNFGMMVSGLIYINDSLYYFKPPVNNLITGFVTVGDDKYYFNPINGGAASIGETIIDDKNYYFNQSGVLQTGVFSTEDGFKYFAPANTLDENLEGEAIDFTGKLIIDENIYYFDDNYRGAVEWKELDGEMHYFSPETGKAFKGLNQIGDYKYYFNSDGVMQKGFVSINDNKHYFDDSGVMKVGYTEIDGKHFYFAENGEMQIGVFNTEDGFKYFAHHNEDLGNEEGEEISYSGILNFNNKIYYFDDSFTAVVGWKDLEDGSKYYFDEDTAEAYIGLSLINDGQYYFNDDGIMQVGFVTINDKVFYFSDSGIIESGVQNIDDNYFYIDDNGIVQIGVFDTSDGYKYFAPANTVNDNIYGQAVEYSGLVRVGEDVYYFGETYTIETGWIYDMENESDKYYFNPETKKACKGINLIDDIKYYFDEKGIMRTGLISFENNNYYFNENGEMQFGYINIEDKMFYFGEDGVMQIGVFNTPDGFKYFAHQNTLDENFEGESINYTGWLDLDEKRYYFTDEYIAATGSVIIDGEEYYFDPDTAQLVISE
MazF activator = MazEF (E. coli) toxin RNase activation; FAM/BHQ RNA-DNA oligo cleavage fluorescence, 5 h; activation, % at 20 µM; actives 0.32% (n = 350,000); in the data active means activation above about 50%
SSB-PriA inh = K. pneumoniae PriA-SSBct interaction inhibition; AlphaScreen SSBct-PriA binding, biotinylated peptide; actives 0.6% (n = 430,000); inhibition, % at 33 µM; in the data active means inhibition mostly above about 37%, no sharp cut-off; inactive means mostly below about 20%;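 further: plate controls were negative control peptide for no effect and reference peptide for full effect; strong numbers were not always called active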
PrPC TRFRET = cell surface PrPC inhibition, primary TR-FRET screen | AID 720596 | actives 0.43% (n = 370,000) | P04156 | TR-FRET read-out | inhibition, % at 13.8 µM; in the data active means inhibition above about 24%; further: 0% = median of the test wells and 100% = reference compound wells
CCHF vOTU inh = blocks the CCHF virus ovarian tumor domain protease; CCHFV vOTU protease, Pep-AMC fluorescence; AID 651958; actives 0.55% (n = 370,000); inhibition, % at 11.5 µM; in the data active means inhibition above about 30%; further: 0% = vehicle wells with enzyme and 100% = no enzyme wells
SARS 3CLpro inh = SARS-CoV 3CLpro protease inhibition | recombinant SARS-CoV 3CLpro, quenched FRET peptide cleavage | inhibition, % at 6 µM | actives 0.14% (n = 290,000) | AID 1706; in the data active means inhibition above about 12%
VHR inh abs = inhibitors of human VHR1 phosphatase (DUSP3); actives 0.52% (n = 290,000); recombinant VHR phosphatase, pNPP absorbance; AID 1654; inhibition, % at 13.3 µM; in the data active means inhibition above about 50%; further: some compounds called inactive have numbers as strong as hits
Yp Topo-I inh = blocks Yersinia pestis topoisomerase I activity. Y. pestis Topo-I cleavage product accumulation, plate reader. activity, % at 10 µM. actives 0.064% (n = 360,000). AID 504884; in the data active means activity above about 50%, passing the limit was not always enough; further: inactives centre near 2
Vc quorum ag = inducers of Vibrio cholerae quorum light production without autoinducers. V. cholerae BH1578 lux reporter, luminescence, 6 h. activation, % at 18.7 µM. actives 0.16% (n = 350,000); in the data active means activation mostly above about 9.7%, no sharp cut-off; further: not every result past the cut was called active; inactives centre near 0; reference of the scale not given here
Rv3671c protease = inhibits the M. tuberculosis serine protease Rv3671c | actives 0.048% (n = 320,000) | P9WHR9 | inhibition, % at 5.96 µM; in the data active means inhibition above about 38%;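 further: extracellular domain of Rv3671c used as enzyme; 0% = enzyme with DMSO and 100% = no enzyme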
* hit, by the source's call; i = inactive; nt = not tested or not shown; & = joins results of further samples; ! = repeats disagree. Some of the compounds tested; rates above refer to the full screens.

mol | Vc quorum ag | PrPC TRFRET | VHR inh abs | TcdB inh | Yp Topo-I inh | Rv3671c protease | MazF activator | SSB-PriA inh | CCHF vOTU inh | SARS 3CLpro inh
Cc1ccccc1CN1CCN(C(=O)CC(C)C)CC1 | i | 1 | 2 | 0.8 | -3 | -1 | 3 | -16 | 12 | 4
Cc1ccc(S(=O)(=O)NCC(c2ccccc2)N2CCN(CCC#N)CC2)cc1 (configuration not stated) | nt | -4 | 2 | nt | -1 | -1 | 1 | -9 | -9 | 1
CC1CC(C)CN(CCOc2cccc(Cl)c2Cl)C1 (configuration not stated) | 0.5 | 2 | -5 | 0.4 | 20 | -1 | 2 | -4 | 7 | -3
Cn1c(-c2ccccc2)c[n+]2c1CCCCC2 | i | 6 | 3 | 0.7 | 6 | -3 | 7 | -10 | -6 | -1
N#Cc1ccc2c(=O)n(-c3ccccc3)sc2c1 | -0.4 | 6 | nt | -0.5 | -1 | nt | -16 | nt | -2 | nt
CCN1CCN(CCNC(=O)c2ccc3c(c2)N(Cc2cccc(Cl)c2)C(=O)c2ccccc2S3=O)CC1 (configuration not stated) | -0.3 | 7 | 7 | 1.0 | -20 | -10 | 5 | 0 | -4 | 0
NS(=O)(=O)c1cccc(NC(=O)CC23CC4CC(CC(Br)(C4)C2)C3)c1 | -0.2 | -3 | 5 | 0.2 | -2 | -3 | 1 | -11 | 10 | 0
CN1CCN(S(=O)(=O)c2ccccc2)CC1 | -0.7 | 10 | 26 | -2.3 | 1 | 0 | 4 | -5 | 7 | 2
COc1ccc(S(=O)(=O)n2[nH]c(=O)c(CCO)c2C)c([N+](=O)[O-])c1 | i | -12 | -6 | 0.6 | 2 | 5 | -6 | -10 | -4 | -1
Cc1nc(C(=O)N2CCc3c([nH]c4ccccc34)C2c2ccccn2)cs1 (configuration not stated) | i | 1 | 39 | 1.3 | 16 | 0 | 3 | 0 | -2 | 6
Cc1ccc(C2N=C(N)Nc3nc(=O)c4ccccc4n32)cc1 (configuration not stated) | i | 4 | 12 | 0.9 | 2 | -2 | 9 | 2 | -14 | 0
Cc1ccc(C(=O)Nc2c3c(nn2-c2ccccc2)CS(=O)(=O)C3)cc1C | i | -1 | 29 | 0.5 | 4 | 2 | 2 | -6 | 8 | 0
O=C(/C=C/c1ccc(Cl)cc1)NC(=S)N1C[C@H]2C[C@H](C1)c1cccc(=O)n1C2 | -0.4 | 1 | 5 | nt | -4 | -3 | 10 | 2 | -4 | 4
CC[C@@]1(C(=O)OC)N[C@H](CN(C)C(=O)c2ccccc2)[C@@H]2C(=O)N(C)C(=O)[C@@H]21 | i | 4 | nt | 0.1 | -1 | 1 | 2 | 2 | 0 | nt
O=S(=O)(Nc1nc2ccccc2nc1NCc1ccco1)c1ccc(Cl)cc1 | nt | 1 | -10 | nt | 6 | -6 | -8 | 9 | 6 | 5
CCOC(=O)N1CCC2(O)CCCCC2C1c1ccc(F)cc1 (configuration not stated) | 0.9 | 2 | 6 | nt | -7 | -1 | 4 | -7 | 4 | 3
CCNC(=O)C1CCCN(C(=O)c2ccc(N(C)C)cc2)CC1 (configuration not stated) | -3.7 | 1 | nt | -2.6 | 0 | nt | nt | nt | 8 | nt
O=C(COC(=O)C1C2CC3OC(=O)C1C3C2)Nc1cccc(C(F)(F)F)c1 (configuration not stated) | i | 9 | 44 | 0.1 | 7 | -10 | 3 | -4 | -7 | 1
COCCCNC(=S)N1CCN(C)CC1 | -0.3 | -11 | 11 | -0.1 | 5 | 3 | 5 | -15 | 2 | -3
O=C(COC(=O)c1ccc2ccccc2n1)c1ccccc1 | -5.2 | 0 | 8 | 2.0 | -2 | 1 | 5 | -6 | 5 | 1

Filtered by structure, the entries above with an NH in an aromatic ring (2)
mol | Vc quorum ag | PrPC TRFRET | VHR inh abs | TcdB inh | Yp Topo-I inh | Rv3671c protease | MazF activator | SSB-PriA inh | CCHF vOTU inh | SARS 3CLpro inh
COc1ccc(S(=O)(=O)n2[nH]c(=O)c(CCO)c2C)c([N+](=O)[O-])c1 | i | -12 | -6 | 0.6 | 2 | 5 | -6 | -10 | -4 | -1
Cc1nc(C(=O)N2CCc3c([nH]c4ccccc34)C2c2ccccn2)cs1 (configuration not stated) | i | 1 | 39 | 1.3 | 16 | 0 | 3 | 0 | -2 | 6

(list continues)
mol | Vc quorum ag | PrPC TRFRET | VHR inh abs | TcdB inh | Yp Topo-I inh | Rv3671c protease | MazF activator | SSB-PriA inh | CCHF vOTU inh | SARS 3CLpro inh
CC(=O)c1ccc(N2CCN(CC(O)COC(c3ccccc3)c3ccccc3C)CC2)cc1 (configuration not stated) | -3.3 | -4 | 10 | 0.1 | 22 | 5 | -11 | 18 | 26 | 3
O=c1ccc(C(F)(F)F)cn1Cc1cc(=O)n2cc(Br)ccc2n1 | -0.5 | -12 | 24 | 2.1 | 1 | -5 | 6 | -20 | -8 | 0
Cc1ccc(C)c(OCCN2CCOCC2)c1 | -0.3 | -1 | -4 | 0.7 | -2 | 0 | 8 | 2 | -1 | -3
Cc1ccc2cccc(NC(=O)C(F)(F)F)c2n1 | -0.2 | 0 | 14 | nt | 2 | 3 | 1 | -4&-5 | 1 | 4
CC(C)c1ccccc1NC(=O)c1cnccn1 | -0.7 | -9 | -8 | 1.0 | -8 | -3 | -7 | -12 | 7 | 2
COc1cc(OC)c(NS(=O)(=O)c2cn(C)cn2)cc1Cl | -0.4 | 5 | 34 | 1.3 | 3 | 1 | 10 | 8 | 11 | -2
COc1ccc(CNCC(O)(c2ccc(F)cc2)c2ccc(F)cc2)cc1 | -0.3 | 6 | 13 | -0.2 | 8 | 3 | -1 | -8 | 6 | -6
CNc1nnc(-c2cc3ccccc3oc2=O)s1 | i | -18 | 29 | nt | -3 | -1 | 30 | 0 | 1 | 4
CCN1CCN(C(CNS(=O)(=O)c2ccc(Cl)cc2)c2cccnc2)CC1 (configuration not stated) | -1.1 | -10 | 27 | -3.2 | -3 | 2 | 6 | -13 | 2 | -2
Cc1ccc(NC(=O)OCc2cc(-c3ccccc3)on2)cc1 | 3.7 | -3 | 12 | 1.0 | 2 | 7 | 0 | -4 | 17 | 8
O=C(Cc1ccc(Cl)cc1)Nc1ccc2oc(=O)ccc2c1 | -0.1 | 8 | -13 | -3.4 | 1 | -1 | 6 | -10 | -3 | -2
CN1C[C@@H]2[C@@H]3C(=O)N(Cc4ccccc4)C(=O)[C@@H]3[C@](C)(C1=O)N2C(=O)c1ccc(Cl)cc1 | i | 3 | nt | -0.9 | 0 | -1 | 1 | -1 | 8 | nt
O=C(O)CN1C(=O)SC(Nc2ccccc2)C1=O (configuration not stated) | -7.1 | -3 | 26 | 0.3 | 6 | 1 | 2 | -1 | 5 | -3
O=C1CC(c2ccccc2)CC(O)=C1C=NCCN1CCOCC1 (configuration not stated) | -4.8 | 1 | -5 | nt | -13 | 4 | -2 | 5 | -8 | 0
COc1ccc(-c2nnc(CSc3nc4ccccc4c(=O)n3CC(C)C)o2)cc1OC | -4.8 | -3 | 8 | -0.5 | 34 | -20 | -12 | -9 | -12 | -5
COc1ccc(C(=O)n2cc(C(C)=O)c3ccccc32)cc1 | -0.8 | 3 | 0 | 0.5 | 8 | -2 | 7 | -14 | -12 | 0
Cc1ccc(NC(=O)C(OC(=O)c2ccc(O)cc2)c2ccccc2)cc1Cl (configuration not stated) | i | 6 | -4 | 0.8 | -14 | -118 | 3 | -14 | -4 | 6
COc1cc(OC)c(N(C)S(=O)(=O)c2cccc(C(=O)OCC(=O)NCc3ccco3)c2)cc1Cl | i | 7 | 12 | 1.1 | 8 | -3 | 6 | 3 | 1 | -2
Cc1cc(N2CCN(c3cccc(C(F)(F)F)c3)CC2)n2nc(C)nc2n1 | -2.2 | 5 | -6 | nt | 5 | -2 | 11 | 2 | 2 | -6
CC(=O)Nc1ccc(N2C(=O)CSC2c2ccccc2)cc1 (configuration not stated) | i | 8 | -13 | 0.1 | 4 | 6 | -2 | -1 | 3 | -2

New compounds follow.
mol | Vc quorum ag | PrPC TRFRET | VHR inh abs | TcdB inh | Yp Topo-I inh | Rv3671c protease | MazF activator | SSB-PriA inh | CCHF vOTU inh | SARS 3CLpro inh
CC(=O)Nc1sc(C)c(C)c1CN1CCN(Cc2ccccc2)CC1 | -0.3 | -7 | 19 | -0.7 | 16 | -4 | -9 | -12 | -16 | 2
O=C(CCC(=O)c1ccc(Oc2ccccc2)cc1)Nc1ccc(C(=O)O)cc1 | -0.8 | 0 | 5 | 0.0 | -2 | 4 | -2 | -12 | 12 | 4
CCN1CCC(CNCc2cn(-c3ccc(OC)cc3)nc2-c2ccccc2Cl)C1 (configuration not stated) | i | -9 | 22 | 0.8 | -22 | -2 | 21 | 12 | -10 | 5
COc1ccc(OC)c(CNC(=O)C2CCC(=O)N(CCCN3CCCC3=O)C2)c1 (configuration not stated) | i | -2 | 9 | 0.2 | -5 | nt | -9 | 11 | 4 | -3
O=C(c1cc(-c2ccccc2)nc2ccccc12)N1CCN(C2CCS(=O)(=O)C2)CC1 (configuration not stated) | i | -1 | nt | 1.6 | -6 | 1 | 2 | -18 | 2 | nt
CCN(CC(=O)Nc1ccccc1C(F)(F)F)C(=O)/C=C/c1ccc(Cl)c([N+](=O)[O-])c1 | i | -5 | nt | 6.0 | 20 | -4 | -1 | -4 | 0 | nt
CC(C)CCSc1nnc(Cn2c(=O)sc3ccccc32)n1C | -0.4 | 0 | 35 | 1.7 | 4 | -3 | 3 | -12 | 2 | 0
CC(C)NC(=O)Nc1ccc2c(c1)C(=O)N([C@H](C)CO)C[C@H](C)[C@@H](CN(C)Cc1ccc(C(F)(F)F)cc1)OCCCC[C@H](C)O2 | -0.5 | -7 | nt | 2.2&2.0 | 29 | nt | 3 | nt | 21 | nt
N[C@@H](Cc1ccccc1)C(=O)N1CCOCC1 | i | 4 | nt | -0.2 | 1 | -5 | 6 | -17 | -2 | nt
C[C@H](CO)N1C[C@H](C)[C@@H](CN(C)Cc2ccccc2)Oc2c(NS(=O)(=O)c3ccc(F)cc3)cccc2C1=O | i | -1 | nt | 0.4&0.2 | 21 | 7 | 1 | -9 | 1 | nt
CN(CC(=O)NCCN1CCOCC1)S(=O)(=O)c1ccc(F)cc1 | -1.6 | -3 | 2 | 1.6 | -5 | -2 | 6 | -3 | 5 | 0
Clc1ccc(-c2n[nH]c3c2CCC3)cc1Cl | i | 3 | 15 | nt | 22 | -13 | 0 | -10 | 15 | 8
Cc1cc(/C=C2\SC(=S)N(C)C2=O)c(C)n1-c1ccc(O)cc1 | -0.3 | -9 | 17 | 0.4 | -28 | -10 | -42 | 3 | 21 | 5
CCO/N=C(/C)c1c(O)cc(-c2ccccc2)n(-c2ccccc2)c1=O | -2.1 | 4 | -1 | nt | -2 | -6 | 6 | nt | 14 | 8
Cc1ccccc1N(C(=O)c1snc(C(N)=O)c1N)C(C(=O)NCc1ccccc1)c1ccc(O)cc1 (configuration not stated) | 0.1 | 3 | -17 | 0.6 | 2 | -4 | -8 | -1 | -50 | 0
O=C(Nc1ccc(-c2nc3ccccc3o2)cc1)c1ccc(N2CCOCC2)c([N+](=O)[O-])c1 | -0.8 | 1 | 25 | 0.4 | -3 | 1 | -22 | 0 | 3 | -4
O=C(Nc1ccc2c(c1)OCO2)c1ccc(Cl)cc1Cl | -0.3 | 1 | -11 | 1.1 | -13 | 3 | 9 | 14 | -6 | 6
COc1ccccc1N1CCN(S(=O)(=O)c2ccc3c4c(cccc24)C(=O)N3)CC1 | -7.1 | -11 | 19 | 1.0 | 1 | -6 | 3 | 35*! | -11 | 0
CN1CCC(OC(=O)c2ccco2)CC1 | -1.2 | -7 | 11 | 1.2 | 5 | 2 | 5 | -14 | -5 | -4
O=C(NC1CCCCC1)c1ccccc1NC(=S)NC(=O)C1CC1 | i | -8 | -8 | nt | 1 | 6 | 9 | 0 | -13 | 0
Cn1ncc2c(Nc3ccc(Cl)c(Cl)c3)ncnc21 | -2.1 | 15 | -4 | 0.6 | -14 | -30 | 15 | 6&-1 | 0 | 0
